SKN-1 inh: suppressors of acrylamide-induced Pgst-4::GFP reporter in worms, primary screen, SKN-1 inhibitor project, whole organism, uHTS, GFP/RFP fluorescence ratio, strain VP596 | inhibition, % at 21.8 µM | 360,000 tested, 0.49% active | C. elegans VP596 Pgst-4::GFP/RFP ratio, 24 h | AID 624304, 2012;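 active = interference check ratio from 0.5 to 1.5 plus GFP to RFP signal ratio inhibition reaching or exceeding a fixed threshold, cut at about 30% in these data, passing the limit was not always enough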; also: some compounds called inactive have numbers as strong as hits
FAS-TE inh: FAS thioesterase domain inhibitors, primary screen, biochemical, fluorescence intensity, uHTS; recombinant FAS-TE, OMFH fluorogenic substrate, fluorescence endpoint; inhibition, % at 15 µM; 360,000 tested, 0.67% active;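 active = compounds whose normalised, plate-corrected inhibition of enzyme fluorescence in the single-dose primary screen is 50% or more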;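 also: 0% = DMSO with enzyme and 100% = substrate without enzyme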
CendR NRP1 mod: modulators of CendR peptide binding to NRP-1, primary screen, biochemical, fluorescence polarization, uHTS; Neuropilin-1 (Homo sapiens), O14786; FAM-RPARPAR peptide binding to NRP-1; inhibition, % at 25 µM; 360,000 tested, 0.85% active;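 active = inhibition or corrected inhibition above about 18%, plus a signal ratio from 0.5 to 1.5, limit read from the data, passing the limit was not always enough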; also: strong numbers were not always called active
Target sequence (O14786 whole entry, looked up): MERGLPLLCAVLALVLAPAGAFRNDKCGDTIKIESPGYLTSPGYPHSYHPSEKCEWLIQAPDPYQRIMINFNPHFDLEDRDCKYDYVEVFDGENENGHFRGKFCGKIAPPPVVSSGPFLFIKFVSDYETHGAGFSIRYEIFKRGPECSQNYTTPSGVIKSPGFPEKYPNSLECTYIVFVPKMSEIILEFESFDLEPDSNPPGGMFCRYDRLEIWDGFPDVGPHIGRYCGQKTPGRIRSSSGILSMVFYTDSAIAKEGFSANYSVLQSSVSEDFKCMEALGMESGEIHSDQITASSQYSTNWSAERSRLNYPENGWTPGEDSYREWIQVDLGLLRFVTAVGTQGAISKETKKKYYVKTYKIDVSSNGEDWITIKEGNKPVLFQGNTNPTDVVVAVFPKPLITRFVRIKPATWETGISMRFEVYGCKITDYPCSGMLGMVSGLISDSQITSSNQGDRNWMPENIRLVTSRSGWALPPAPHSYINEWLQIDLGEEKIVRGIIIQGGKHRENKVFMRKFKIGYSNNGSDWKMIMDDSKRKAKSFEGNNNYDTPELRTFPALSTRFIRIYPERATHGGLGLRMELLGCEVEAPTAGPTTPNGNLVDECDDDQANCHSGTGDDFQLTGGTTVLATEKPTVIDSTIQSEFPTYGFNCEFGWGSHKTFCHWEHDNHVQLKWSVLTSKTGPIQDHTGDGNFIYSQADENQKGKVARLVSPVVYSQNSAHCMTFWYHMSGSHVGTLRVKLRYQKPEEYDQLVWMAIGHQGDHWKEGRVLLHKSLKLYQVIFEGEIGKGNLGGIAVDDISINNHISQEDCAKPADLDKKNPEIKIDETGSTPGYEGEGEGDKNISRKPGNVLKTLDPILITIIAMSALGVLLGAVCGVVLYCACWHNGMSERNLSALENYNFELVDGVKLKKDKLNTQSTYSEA
E coli Lon inh: inhibitors of E. coli Lon protease, primary screen, biochemical, fluorescence polarization | purified E. coli Lon protease | inhibition, % at 7.94 µM | 360,000 tested, 0.42% active | AID 602123, 2011; in the data active = inhibition above about 13%, passing the limit was not always enough;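 also: 0% = enzyme with probe and DMSO and 100% = no enzyme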
Rin1-Abl PPI inh: inhibitors of Rin1-Abl protein binding, primary screen, biochemical, TR-FRET; inhibition, % at 7.35 µM; 360,000 tested, 0.4% active; in the data active = inhibition above about 5%, passing the limit was not always enough
MT1-MMP act inh: blockers of MT1-MMP proenzyme processing, primary screen, HT1080 RFP-PRO-GFP cells, GFP/RFP fluorescence; GFP/RFP ratio fluorescence, overnight; percent of plate control window, DMSO zero; Matrix metalloproteinase-14 (Homo sapiens), P50281; GFP/RFP ratio change, % at 20 µM; 360,000 tested, 0.061% active;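 active = GFP/RFP ratio change of at least 30% with cell ATP level not reduced by more than half and red fluorescence within 50% of control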; also: strong numbers were not always called active
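Read-out: GFP/RFP fluorescence ratio; Test system: RFP-PRO-GFP reporter HT1080 cells; Compound dosing: single-point 20 µM compound, 1% DMSO; Times: overnight compound exposure at 37 °C.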
Neddylation inh: inhibitors of cullin neddylation, primary screen, biochemical, TR-FRET, uHTS, NAE and Ubc12 | NEDD8-conjugating enzyme Ubc12 (Homo sapiens) + NEDD8-activating enzyme E1 regulatory … | calls only at 25 µM | 360,000 tested, 0.58% active; in the data active = inhibition above about 36%
MsrA inh: bovine MsrA enzyme inhibitors, primary screen, biochemical, absorbance, HTS; Methionine sulfoxide reductase A (Bos taurus); purified bovine MsrA, absorbance read-out; inhibition, % at 15.5 µM; 360,000 tested, 0.75% active; AID 651718, 2012; in the data active = inhibition above about 4.5%;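 also: 0% = vehicle wells with enzyme and 100% = reference inhibitor wells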
MsrA act: bovine MsrA enzyme activators, primary screen, biochemical, absorbance, HTS | purified bovine MsrA, absorbance read-out | Methionine sulfoxide reductase A (Bos taurus) | 360,000 tested, 0.3% active | activation, % at 10.6 µM; in the data active = activation above about 7.5%;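 also: 0% = vehicle and 100% = reference activator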
The depositor's hits bear a star; i = inactive; . = not tested or not shown.

Short keys – A = SKN-1 inh; B = FAS-TE inh; C = CendR NRP1 mod; D = E coli Lon inh; E = Rin1-Abl PPI inh; F = MT1-MMP act inh; G = Neddylation inh; H = MsrA inh; I = MsrA act
CN1OC[C@@H]2CN(C(=O)CCc3ccccc3)[C@H](c3ccccc3Br)C[C@@H]21
  A: 15; B: -6; C: -2; D: -7; E: 14*; F: 4; G: i; H: -1.4; I: -2
CCOc1ccc(CN(C)C(=O)CCN2C(=O)c3ccccc3C2=O)cc1OC
  A: 7; B: -8; C: -8; D: -11; E: -2; F: 0; G: i; H: 1.2; I: 0
CC[C@@H]1C(c2ccc(F)cc2)=NN(c2ccccc2)[C@H]1C(=O)N1CCOC1=O
  A: 7; B: 11; C: -28; D: 1; E: -1; F: -1; G: i; H: 0.7; I: -2
O=C(CCCC(=O)N(CC(=O)NC1CCCCC1)Cc1ccccc1)Nc1ccccn1
  A: 11; B: 2; C: -9; D: 6; E: 2; F: .; G: i; H: -1.6; I: -1
CC(=O)Nc1ccc(OCCOc2ccc(/C=C3\C(=N)N4N=C(C(C)C)SC4=NC3=O)cc2)cc1
  A: 7; B: 2; C: -25; D: -8; E: -2; F: -3; G: i; H: 0.0; I: -2
CCNc1nc(C)c(CN(C(C)=O)c2ccccc2)nc1C#N
  A: 1; B: -4; C: 18; D: 0; E: 1; F: -1; G: .; H: 0.9; I: -2
Cc1cccc(N(CC(=O)NC(C)C)C(=O)c2ccc(N3CCCC3)nc2)c1
  A: 4; B: -7; C: 3; D: -5; E: 1; F: 0; G: i; H: -0.3; I: -3
Cc1cc(C)c(S(=O)(=O)Nc2ccc(O)c(Sc3ncn[nH]3)c2)cc1C
  A: 3; B: -26; C: -6; D: -1; E: -2; F: -2; G: i; H: 0.4; I: 0
ONC(=Nc1ccc(Cl)cc1)c1ccc(Cl)cc1
  A: 10; B: -6; C: 2; D: -4; E: -3; F: -2; G: i; H: -0.2; I: -3
Cc1cc(-c2ccc(C(C)C)c(S(=O)(=O)N3CCOc4ccccc43)c2)on1
  A: -2; B: 40; C: 1; D: -3; E: 4; F: -6; G: i; H: 1.9; I: -1
Cc1ccc(S(=O)(=O)N(C)C)cc1NC(=O)c1c(-c2c(F)cccc2Cl)noc1C
  A: 1; B: 7; C: 11; D: 3; E: 1; F: 5; G: i; H: -0.9; I: 1
CCC(=O)N1CCc2cc(Br)cc(S(=O)(=O)N3CCCC(C(=O)NC(C)(C)C)C3)c21 (centres undefined)
  A: 16; B: 5; C: 1; D: -4; E: 1; F: 0; G: i; H: -0.3; I: -2
CC(=O)Nc1ccc(Nc2nnc(-c3ccc(C)c(S(=O)(=O)NCCO)c3)c3ccccc23)cc1
  A: 0; B: -1; C: 5; D: 4; E: -1; F: 4; G: i; H: 2.1; I: -7
O=C(OCC(=O)N1CCc2ccccc2C1)c1cccc([N+](=O)[O-])c1
  A: -9; B: 56*; C: 4; D: -7; E: 3; F: -2; G: i; H: -1.6; I: -9
CCOC(=O)C1(Cc2ccccc2)C(=O)N(CCCN(C)C)c2ccccc21 (centres undefined)
  A: 22; B: -5; C: -7; D: 0; E: -1; F: -6; G: i; H: -1.0; I: 0
COc1ccc(OC)c(NC(=O)C2CCCN2S(=O)(=O)c2ccc3c(c2)CC(C)N3C(C)=O)c1 (centres undefined)
  A: 10; B: -1; C: -5; D: 10; E: 4; F: 5; G: i; H: 0.4; I: -4
O=C(Nc1nnc(-c2ccc(F)cc2)o1)c1cc(Cl)sc1Cl
  A: 0; B: 0; C: 3; D: -2; E: 4; F: 5; G: i; H: 0.0; I: -10
S=C(NC1CCCCC1)N1CCN(Cc2ccccc2)CC1
  A: 3; B: -7; C: 12; D: -16; E: -4; F: 3; G: i; H: -0.4; I: -4
O=C(COC(=O)c1ccc(OC(F)F)cc1)NC(=O)NC1CCCC1
  A: -2; B: -1; C: 2; D: -8; E: 5; F: -2; G: i; H: 0.3; I: -2
CCOc1ccc(C(C(=O)NCC2CCCO2)N(C(=O)c2snc(C(N)=O)c2N)c2ccccc2F)cc1 (centres undefined)
  A: 6; B: 6; C: -5; D: 0; E: 8.5*; F: -5; G: .; H: 2.1; I: 0
Cc1onc(-c2ccccc2)c1C(=O)N/N=C/C=C/c1ccccc1
  A: -7; B: 3; C: -1; D: 15; E: 0; F: 0; G: i; H: 3.0; I: -3
O=C(N1CCOCC1)N1CCN(c2nc(-c3ccccc3)cs2)CC1
  A: 4; B: 22; C: -3; D: -3; E: -1; F: 16; G: i; H: -1.0; I: 1
N#C/C(=C\C=C\c1ccccc1)C(=O)NCc1ccco1
  A: 5; B: 1; C: 8; D: -4; E: -4; F: -2; G: i; H: 4.0; I: -6
CCOC(=O)c1cnc2c(c(C)nn2CC)c1Cl
  A: -5; B: 1; C: -20; D: 4; E: 1; F: 2; G: i; H: 0.8; I: -3
Cc1cc(C(=O)NNC(=S)Nc2cccc(C(F)(F)F)c2)nn1C
  A: 15; B: -8; C: 2; D: 4; E: 1; F: 3; G: i; H: 0.8; I: -1

Remaining list, next part
Molecule	SKN-1 inh	FAS-TE inh	CendR NRP1 mod	E coli Lon inh	Rin1-Abl PPI inh	MT1-MMP act inh	Neddylation inh	MsrA inh	MsrA act
CCCC(=O)Nc1ccc2c(c1)nc(CCNC(=O)c1ccccc1)n2C	11	-8	-8	0	-2	-4	i	1.9	0
COc1ccc(C(=O)C2CCCN(C(=O)Cc3c(C)noc3C)C2)cc1OC (centres undefined)	2	-5	-1	1	-1	3	i	-0.5	-2
S=C(NCc1ccco1)N1CCN(c2ccccn2)CC1	8	1	-5	5	0	7	i	1.2	-2
Cc1ccc2cc(COC(=O)C3CCCO3)c(=O)[nH]c2c1 (centres undefined)	30	-6	3	-4	2	0	i	-0.4	1
Cc1ccc(-c2cnc3ccccc3n2)cc1C	7	10	-11	3	2	0	i	1.3	-5
CN(C)c1ccc(CN(C(=O)/C=C/c2ccco2)C2CCS(=O)(=O)C2)cc1 (centres undefined)	-6	5	-1	-3	3	-2	i	1.1	-6
Cc1nnsc1Sc1cccc(C(F)(F)F)c1	1	8	6	5	-2	-2	i	.	-2
O=C1[C@H]2CCCC[C@H]2C(=O)N1CCCCN1CCN(c2nsc3ccccc23)CC1	9	3	-16	4	-2	4	i	2.9	-1

More compounds
Molecule	SKN-1 inh	FAS-TE inh	CendR NRP1 mod	E coli Lon inh	Rin1-Abl PPI inh	MT1-MMP act inh	Neddylation inh	MsrA inh	MsrA act
COC(=O)c1ccc2nc(NC(=O)COC(=O)CSc3nc(C)cc(C)n3)sc2c1	1	-7	-6	-3	-4	-3	i	0.1	-1
CCC1CCCCN1CCCNC(=O)Cn1nc(C)n2nc(-c3ccccc3)cc2c1=O (centres undefined)	-7	-1	8	7	-2	6	i	-0.3	2
CCCCCC(=O)N/N=C(\C)c1ccccn1	-5	-5	2	2	-2	3	i	-0.4	-1
CCOC(=O)C1CCN(C(=O)c2cccnc2Oc2ccc(Cl)cc2)CC1	-11	-6	1	7	-2	-1	i	1.0	-6
CCOC(=O)CNC(=O)C1CCN(S(=O)(=O)c2ccc(-c3nn[nH]n3)cc2)CC1	0	-2	1	4	0	6	i	-0.9	-2
COC(=O)[C@H](CCSC)NC(=O)Nc1ccc(C(C)=O)cc1	7	-8	1	-3	-1	14	i	-0.2	-2
O=[N+]([O-])c1ccc(COc2ccccc2CN2CCCC2)cc1	4	-4	-1	-6	1	1	i	0.0	1
O=C(Nc1cccc(-c2nc3ncccc3o2)c1)c1sc2ccccc2c1Cl	-12	1	-2	-12	2	7	i	-1.6	-1

Later entries.
Molecule	SKN-1 inh	FAS-TE inh	CendR NRP1 mod	E coli Lon inh	Rin1-Abl PPI inh	MT1-MMP act inh	Neddylation inh	MsrA inh	MsrA act
CC(C#N)(NC(=O)CN1CCN(S(=O)(=O)c2ccccc2C#N)CC1)C1CC1 (centres undefined)	8	-6	-4	-8	0	-2	i	0.2	0
COCCCN1C(=O)N(c2ccccc2)C(=O)C1CC(=O)Nc1ccccc1 (centres undefined)	7	-5	-3	1	0	0	i	0.1	5
C/C(=N\NC(=O)c1cc(Br)ccc1O)c1cccs1	5	-5	4	-6	-2	5	i	1.8	-10
Cc1ccc(S(=O)(=O)n2cnc3cc([N+](=O)[O-])ccc32)cc1C	-17	-7	-4	-3	0	3	i	0.5	-4
CC12CC3(C)CC(C)(C1)CC(C(=O)Nc1nn[nH]n1)(C2)C3	17	-10	1	1	2	7	i	0.0	-2
CC(C)NC(=O)c1onc(CSc2ccc(C(C)C)cc2)c1C(=O)O	-7	-7	7	8	1	3	i	0.3	-2
CC(C)n1nc(C(=O)OCC(=O)N2CC(=O)Nc3ccccc32)c2ccccc2c1=O	2	-4	8	-7	2	2	i	0.6	-2

Grouped by structure, the entries above containing an aryl methoxy group.
Molecule	SKN-1 inh	FAS-TE inh	CendR NRP1 mod	E coli Lon inh	Rin1-Abl PPI inh	MT1-MMP act inh	Neddylation inh	MsrA inh	MsrA act
CCOc1ccc(CN(C)C(=O)CCN2C(=O)c3ccccc3C2=O)cc1OC	7	-8	-8	-11	-2	0	i	1.2	0
COc1ccc(OC)c(NC(=O)C2CCCN2S(=O)(=O)c2ccc3c(c2)CC(C)N3C(C)=O)c1 (centres undefined)	10	-1	-5	10	4	5	i	0.4	-4
COc1ccc(C(=O)C2CCCN(C(=O)Cc3c(C)noc3C)C2)cc1OC (centres undefined)	2	-5	-1	1	-1	3	i	-0.5	-2

Single entries from the results shown:
Entry for CC(C)n1nc(C(=O)OCC(=O)N2CC(=O)Nc3ccccc32)c2ccccc2c1=O in FAS-TE inh: -4
Entry for CC(C#N)(NC(=O)CN1CCN(S(=O)(=O)c2ccccc2C#N)CC1)C1CC1 (centres undefined) in MsrA act: 0
Entry for COCCCN1C(=O)N(c2ccccc2)C(=O)C1CC(=O)Nc1ccccc1 (centres undefined) in MsrA act: 5

No enrichment for hits, and some 4.2% of all compounds hit somewhere here.
